Screening data as filed in PubChem.
Diaph act CS – compounds boosting diaphorase resazurin reduction – biochemical, uHTS, resorufin fluorescence, counter-screen for diaphorase-coupled primary assays, primary screen; Diaphorase/resazurin coupled assay, 16 min; stronger effect = higher value; 1 = vehicle wells, 0 = NADH-free wells; activation factor at 20 µM; hit rate 0.005% among 190,000;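 active = diaphorase activity raised at least twofold by the compound at 20 µM; inactive = activation factor below 2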
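Material: purified diaphorase enzyme from Clostridium kluyveri / Medium: HEPES pH 7.4 buffer with MgCl2 and Tween 20 / Schedule: enzyme reaction of 16 min at room temperature / Measured by: resorufin fluorescence, excitation 544 nm, emission 590 nm / Evaluation: rise in resorufin formation, marking diaphorase activation or chemical reduction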
TNAP inh no acc – human TNAP enzyme inhibitors, primary screen, biochemical, luminescent, no phosphate acceptor, uHTS; inhibition, % at 20 µM; hit rate 0.26% among 200,000; AID 1012, 2008; Alkaline phosphatase, tissue-nonspecific isozyme (Homo sapiens), P05186; purified TNAP, CDP-star luminescence, 30 min;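 active = tissue-nonspecific alkaline phosphatase inhibition above about 50% at 20 µM in the single-dose screen, limit read from the data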;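 also: 0% = DMSO negative control and 100% = EDTA positive control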
FLuc act counter – FLuc activators, initial screening, artefact control for FLuc-dependent activation tests, biochemical, ATPlite luminescence | Luciferin 4-monooxygenase (Photinus pyralis), P08659 | ATPlite luciferase biochemical, 10 min; 0 = ATP-free wells, 1 = DMSO control | activation factor at 10 µM | 200,000 tested, under 10 active;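 active = luciferase activation factor, scaled between plate controls, of at least 2 with compound at 10 µM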
Target sequence (P08659 whole entry, looked up): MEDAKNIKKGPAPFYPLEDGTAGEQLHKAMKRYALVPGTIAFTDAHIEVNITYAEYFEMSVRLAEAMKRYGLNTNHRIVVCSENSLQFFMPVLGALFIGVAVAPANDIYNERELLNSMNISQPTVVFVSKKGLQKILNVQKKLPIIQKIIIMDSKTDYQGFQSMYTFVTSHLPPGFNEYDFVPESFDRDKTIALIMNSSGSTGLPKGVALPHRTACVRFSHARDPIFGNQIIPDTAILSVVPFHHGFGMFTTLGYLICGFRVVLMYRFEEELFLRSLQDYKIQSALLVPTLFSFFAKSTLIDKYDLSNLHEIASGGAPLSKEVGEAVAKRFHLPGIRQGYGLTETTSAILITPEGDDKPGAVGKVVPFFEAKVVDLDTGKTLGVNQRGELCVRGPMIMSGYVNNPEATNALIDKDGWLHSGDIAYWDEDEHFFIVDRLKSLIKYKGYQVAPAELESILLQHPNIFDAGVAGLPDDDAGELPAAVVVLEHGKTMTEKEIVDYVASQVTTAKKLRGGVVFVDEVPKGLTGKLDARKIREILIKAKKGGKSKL
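System: luciferase plus luciferin reagent, cell-free; medium: PBS as buffer for the ATP substrate; dosing: test compounds dosed from 2 mM stocks in 100% DMSO; timing: 10 min post-reagent at room temperature; measured by: luminescence measurement of luciferase light output; evaluation: luciferase activation, seen as luminescence increase over controls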
PMI act – activators of human PMI, primary screen, biochemical, fluorescence intensity, near-Km mannose 6-phosphate. Mannose-6-phosphate isomerase (Homo sapiens), P34949. activation factor at 20 µM. hit rate 0.005% among 190,000. AID 1214, 2008. purified human PMI, coupled resazurin fluorescence, 20 min; stronger effect = higher value; 1 = vehicle control, 0 substrate-free wells;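 active = activation factor of 2 or more at 20 µM, relative to plate controls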
Target sequence (P34949 whole entry, looked up): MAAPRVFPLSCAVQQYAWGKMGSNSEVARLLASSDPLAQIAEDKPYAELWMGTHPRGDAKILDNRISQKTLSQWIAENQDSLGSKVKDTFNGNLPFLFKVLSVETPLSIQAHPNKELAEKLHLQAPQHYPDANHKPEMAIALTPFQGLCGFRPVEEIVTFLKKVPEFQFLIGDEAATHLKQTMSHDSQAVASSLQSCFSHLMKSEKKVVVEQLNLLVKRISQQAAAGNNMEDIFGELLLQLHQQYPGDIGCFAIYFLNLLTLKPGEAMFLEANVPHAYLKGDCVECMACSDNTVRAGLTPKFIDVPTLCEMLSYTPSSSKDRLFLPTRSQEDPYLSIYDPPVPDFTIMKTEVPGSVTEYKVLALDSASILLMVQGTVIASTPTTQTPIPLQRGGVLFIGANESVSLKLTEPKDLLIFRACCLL
TNAP inh hi DEA – human TNAP enzyme inhibitors, primary screen, biochemical, luminescent, high phosphate acceptor level, uHTS | hit rate 0.03% among 200,000 | purified TNAP, CDP-star luminescence, 1 M DEA | Alkaline phosphatase, tissue-nonspecific isozyme (Homo sapiens), P05186 | inhibition, % at 20 µM | AID 1135, 2008;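 active = over 50% inhibition of tissue-nonspecific alkaline phosphatase at 20 µM in the single-dose screen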;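 also: plate controls were DMSO wells for no effect and EDTA-quenched wells as full inhibition for full effect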
HMGR II inh – inhibitors of E. faecalis class II HMGR, primary screen, biochemical, Enterococcus faecalis; purified E. faecalis HMGR, NADPH absorbance 340 nm kinetic; hit rate 0.41% among 190,000; AID 1066, 2008; inhibition, % at 10 µM;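 active = inhibition above a set limit, the median over all tested compounds plus 3 SD, cut at about 9.5% in these data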;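 also: enzyme runs in reverse so mevalonate oxidation gives rising NADPH absorbance; 0% = complete reaction with DMSO and 100% = background rate lacking mevalonate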
G6PDH CS – L. mesenteroides G6PDH inhibitors, counter-screen for G6PDH-coupled screening assays, biochemical, Leuconostoc mesenteroides enzyme | hit rate 0.12% among 200,000 | inhibition, % at 5 µM | Purified L. mesenteroides G6PDH, diaphorase/resazurin coupled fluorescence, 45 min | glucose-6-phosphate dehydrogenase [Leuconostoc mesenteroides]; in the data active = inhibition above about 50%
Diaphorase inh – diaphorase inhibitors and chemical oxidizers, primary screen, counter-screen for diaphorase-coupled primary assays, biochemical, uHTS, resorufin fluorescence | diaphorase resazurin-to-resorufin fluorescence, NADH, 16 min; bacterial (C. kluyveri) enzyme, not human | inhibition, % at 20 µM | hit rate 0.69% among 190,000 | AID 1217, 2008;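 active = primary screen inhibition at 20 µM above a set limit, cut at about 50% in these data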;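 also: plate controls were DMSO with full reaction for no effect and wells lacking NADH for full effect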
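System: Diaphorase enzyme from Clostridium kluyveri | Amount: Enzyme working solution with 0.14 U/mL diaphorase | Benchmarks: No-NADH positive control and DMSO neutral control | Signal: Fluorescence of resorufin formed from resazurin, Ex 544/Em 590 nm | Schedule: 16-min room-temperature incubation before reading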
PMI act satM6P – human PMI activators, high substrate, primary screen, biochemical, fluorescence intensity, near-saturating mannose 6-phosphate; Mannose-6-phosphate isomerase (Homo sapiens), P34949; coupled PMI enzyme assay, resazurin fluorescence, 20 min; stronger effect = higher value; 1 = untreated enzyme, 0 = substrate-free blank; activation factor at 20 µM; hit rate 0.34% among 190,000;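 active = activation factor of 2 or more at 20 µM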
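Test system: human phosphomannose isomerase with PGI, G6PDH, diaphorase coupling enzymes; amount: 15 ng/mL PMI; incubation: enzyme reaction with compound 20 min at room temperature; technique: resorufin fluorescence (Ex 544/Em 590 nm) from resazurin via diaphorase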
TNAP act hiacc – TNAP activators at high phosphate acceptor level, primary screen, biochemical, luminescence, uHTS; activation factor at 20 µM; 200,000 tested, under 10 active; purified TNAP, CDP-star luminescence, 1 M DEA, 30 min; stronger effect = higher value; 0 = EDTA background, 1 = DMSO-only activity; Alkaline phosphatase, tissue-nonspecific isozyme (Homo sapiens), P05186;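 active = activation factor at least 2 at 20 µM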
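Measured by: Luminescent substrate turnover signal | Test system: Human TNAP | Input: TNAP 1/800 final | Dosing: 20 µM single point | Schedule: 30 min, room temperature | Controls: EDTA wells as negative control, DMSO wells as positive control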
* marks the source's active call; other numbers are inactive results.

SMILES	Diaph act CS	TNAP inh no acc	FLuc act counter	PMI act	TNAP inh hi DEA	HMGR II inh	G6PDH CS	Diaphorase inh	PMI act satM6P	TNAP act hiacc
Cc1nn(Cc2ccccc2)c(C)c1NC(=O)CCCn1nc([N+](=O)[O-])cc1C	0.9	-14	1.1	1	-4	-2	2	8	0.9	1
Clc1cccc(-c2nc(-c3ccccn3)no2)c1	0.9	-8	0.1	1	-6	4	0	9	1	1.1
Cc1nc(SCCC(=O)O)c2ccccc2n1	0.9	-14	1	1	-4	1	-6	6	1.1	1
CC1CCCCN1c1ncnc2ccccc12 (configuration not stated)	0.9	-2	1	1	-11	-8	5	13	1	1.1
CCOc1ccc2[nH]c(=O)c(CN(CCc3ccccc3)C(=O)c3cnccn3)cc2c1	0.9	-2	1	1	-1	2	5	14	1	1
Cn1nnnc1SCC(=O)NCc1ccc2c(c1)OCO2	1.1	-13	1	1.1	-4	2	2	-6	1	1
COc1ccc(N2CCN(C(=O)COc3ncnc4ccccc34)CC2)cc1	0.9	0	1	1.1	-1	-1	8	10	0.8	1
Nc1nn2c(C(F)(F)F)cc(=O)[nH]c2c1N=Nc1cccc(F)c1	0.6	1	1	0.9	13	-1	-1	40	0.9	0.9
O=C(CCSc1ccccc1)N1CCN(c2ccccc2)CC1	1	-10	1	1.1	-6	-2	7	-4	1	1.1
CCS(=O)(=O)N1CCc2cc(OC)c(OC)cc2C1	0.9	-16	1.1	1	-7	-4	2	15	1	1.1
Cc1ccc(OCCn2c(=O)cnc3ccccc32)cc1	0.9	-3	1	0.9	2	-3	3	14	0.9	1
Cc1cc(C)c(NC(=S)NC(=O)c2c(Cl)c(C)nn2C)c([N+](=O)[O-])c1	0.8	-4	1.1	1	-5	-4	0	15	1	1.1
COC(=O)N/N=C(\C)c1cccc(C(F)(F)F)c1	1	-4	1	1.1	-2	-2	14	3	1	1
O=C1N(Cc2cccnc2)C[C@@H]2C[C@@H](c3cccc(OCc4ccccc4)c3)N3CCC[C@@]123	0.7	-8	1.1	0.9	-8	5	9	26	0.9	1.1
Cc1ccc(C(=O)O)cc1S(=O)(=O)N1CCCC1	1	-17	1.1	1.1	-5	0	1	4	1.1	1
CCCCNCCCOc1cccc(Cl)c1	1	-11	1	1	-3	0	-15	4	1	1
COc1ccc(-c2c(C)n([O-])c3c([n+]2=O)CCCC3)c(OC)c1	0.9	1	1.1	1	-2	-7	2	7	1	1
Nc1nnc2c(n1)CCCC2	0.8	-21	1	1	-3	-1	-3	22	1.1	1
Cc1cccc(-n2c(SCc3cc(=O)n4c(C)cccc4n3)nc3[nH]ncc3c2=O)c1	0.9	-5	1	0.9	-3	-6	-6	15	1	1
CCCn1cnc2scc(-c3ccc(C)cc3)c2c1=O	1	-9	1.1	1	-5	-3	8	4	1.1	1.1
COc1ccc(NC(=O)CSc2nc3ccccc3c(=O)n2CCCN2CCOCC2)c(OC)c1	1	-10	1.1	1	-2	-9	8	4	1	1
O=C(Nc1nnc(SCC(=O)N2CCCCC2)s1)c1cccs1	0.9	-14	0.8	1	-6	-2	-5	14	1	1.1
CCCCCCCC(=O)N/N=C(/C)c1c(O)cc(C)oc1=O	0.8	-4	1	1	0	-5	7	20	1.1	1
O=C(CSc1ncn[nH]1)OCN1C(=O)c2ccccc2C1=O	1.1	-13	1	1	-6	-5	-2	-6	1	1.1
Cc1ncc(CSc2nnnn2-c2ccccc2)c(N)n1	0.8	-10	1	0.9	-3	0	-4	16	1	1
COc1cc(Nc2c3c(nc4ccccc24)CCCC3)cc(OC)c1OC	1	-10	1.1	1	-1	-5	6	-4	0.9	1
Nc1nc2n(n1)C(c1ccco1)CC(c1ccccc1)N2 (configuration not stated)	0.9	-13	1.1	1	-4	-3	-6	13	1	1
COc1cccc(N2CC(O)=C(c3nc4ccccc4c(=O)[nH]3)C2=N)c1	0.7	-20	1	0.9	-1	-4	3	28	0.9	1
CN(CC(=O)NCCc1ccccc1)S(=O)(=O)c1cccs1	0.9	1	1	1	-2	1	10	6	0.9	1
Cc1onc(-c2ccccc2)c1C(=O)N1CCN(C(=O)c2ccco2)CC1	0.9	-16	1.1	1	-5	3	-5	6	1	1.1

3 neighbouring records out of the list so far, quoted:
SMILES	Diaph act CS	TNAP inh no acc	FLuc act counter	PMI act	TNAP inh hi DEA	HMGR II inh	G6PDH CS	Diaphorase inh	PMI act satM6P	TNAP act hiacc
Cc1cccc(-n2c(SCc3cc(=O)n4c(C)cccc4n3)nc3[nH]ncc3c2=O)c1	0.9	-5	1	0.9	-3	-6	-6	15	1	1
CCCn1cnc2scc(-c3ccc(C)cc3)c2c1=O	1	-9	1.1	1	-5	-3	8	4	1.1	1.1
COc1ccc(NC(=O)CSc2nc3ccccc3c(=O)n2CCCN2CCOCC2)c(OC)c1	1	-10	1.1	1	-2	-9	8	4	1	1

Some entries already given, reduced to PMI act satM6P:
canonical_smiles | PMI act satM6P
CN(CC(=O)NCCc1ccccc1)S(=O)(=O)c1cccs1 | 0.9
CCCCNCCCOc1cccc(Cl)c1 | 1

(next part)
SMILES	Diaph act CS	TNAP inh no acc	FLuc act counter	PMI act	TNAP inh hi DEA	HMGR II inh	G6PDH CS	Diaphorase inh	PMI act satM6P	TNAP act hiacc
CCc1nnc(NS(=O)(=O)c2ccc(NC(=O)COc3ccc4ccccc4c3)cc2)s1	0.9	-9	1	1	-4	1	11	13	0.8	1
Cc1nc2nc3c(cn2n1)C(=O)CC(c1ccccc1)C3 (configuration not stated)	1.2	3	1.1	1.2	-10	-1	10	-15	1	1.1
S=C(c1c[nH]c2ccc(Br)cc12)N1CCOCC1	1	-5	1	0.9	-3	-8	3	-3	1	1
O=C(CCN1CCOCC1)N1CCc2c([nH]c3ccccc23)C1c1cccc(Cl)c1 (configuration not stated)	0.8	-13	1	1	-3	-4	17	17	0.9	1
C=CCOc1ccc(/C(O)=C2\C(=O)C(=O)N(CCCOC)C2c2ccncc2)cc1 (configuration not stated)	0.8	-11	1	0.9	-2	-11	8	17	1.1	1
CCOC(=O)c1cc(-c2ccc(OC)cc2)nc2c1c(C)nn2CCC(N)=S	0.9	-48	1.1	1	0	0	5	7	1.1	1
O=C1CSC(=O)N1CCOCCN1C(=O)CSC1=O	0.9	-10	1	1	0	0	13	12	0.9	1
CC(=O)c1cc2c(cc1N/C(=N/S(=O)(=O)c1ccc(C)cc1)c1ccccc1)OCO2	0.9	-1	1	1	-4	-2	1	8	1	1
Cc1cc(C(=O)COc2ccccc2C(N)=O)c(C)n1C	0.9	5	0.9	1	1	-3	6	6	1	1
O=C1CSC(c2cn(-c3ccccc3)nc2-c2cccs2)N1Cc1ccccc1 (configuration not stated)	0.9	-9	1.1	0.9	-3	0	2	13	1	1
CC(C)COc1ccc(-c2nnn(CC(=O)N3CCCC3)n2)cc1	0.9	-11	0.9	0.6	-3	-5	-3	10	0.9	1
Cc1cccc(CC2SC(N)=NC2=O)c1 (configuration not stated)	0.9	1	1.1	1.1	-2	-1	-3	13	1.1	1
CC(/C=N/NC(=O)c1cc(-c2ccc(C)o2)[nH]n1)=C\c1ccccc1	0.9	-61	1	1	-2	3	-50	6	1	1
Cn1c(CO)cnc1SCc1ccc(F)cc1	0.9	-10	1	0.8	-3	15*	1	12	0.8	1
CC(C)CCSc1ncnc2c1oc1nc3c(cc12)COC(C)(C)C3	0.8	1	1.1	0.9	-4	-12	7	16	1	1
Clc1ccc(/C=N/c2c(-c3ccco3)nc3ccccn23)cc1	0.7	2	0.8	0.8	1	-7	0	27	0.8	1
COc1ccc(N=C2SC(CC(=O)Nc3ccc(OC)cc3OC)C(=O)N2C)cc1 (configuration not stated)	0.9	1	1.1	1	-4	-10	-7	12	1	1
O=C(C1=C[C@H](c2ccc(Br)cc2)C[C@H](OCc2ccc(CO)cc2)O1)N1CCOCC1	0.7	-5	1.1	0.9	-6	-1	3	28	0.9	1.1
Cc1ccc(Cl)cc1NC(=S)N1CCC(c2ccccc2)C1 (configuration not stated)	1	-13	0.9	1	-5	-8	11	-4	0.9	1.1
CCCCN(C)S(=O)(=O)c1ccc(C(=O)Nc2nnc(C3=COCCO3)o2)cc1	0.9	-13	1.1	1.5	-3	-1	7	5	1.3	1
O=C(O)CCCC(=O)N1N=C(c2ccccc2)CC1c1ccc2nccnc2c1 (configuration not stated)	1	2	1	1	0	-4	-4	5	1	1
Cc1nc(N2CCN(Cc3ccccc3)CC2)c(C#N)c2c1COC(C)(C)C2	1	-3	1	1	-1	-1	9	0	1	1
O=C(OCC(=O)N1CCN(C(=O)c2ccco2)CC1)c1ccc(S(=O)(=O)N2CCCCC2)cc1	0.8	-3	1	0.9	-2	-4	4	15	0.9	1
CCOC(=O)CC1=C(C(=O)OCC)C(c2cccnc2)C(C#N)=C(N)O1 (configuration not stated)	1	-10	1.1	1	-5	2	3	-4	1.1	1
O=C(CNC(=O)c1ccc(S(=O)(=O)N2CCCC2)cc1)N/N=C/c1ccc(Cl)cc1	0.9	-5	1	0.8	-2	16*	8	10	0.9	1
Cc1cc2oc(=O)cc(CN3CCOCC3)c2cc1C	0.9	-4	1.1	1	0	-3	-4	6	1	1
